MC4R antag cAMP – blocks human MC4R cAMP signaling | inhibition, % at 6.5 µM | MC4R-expressing cells, MTII-stimulated cAMP, LANCE TR-FRET | AID 540295 | 360,000 compounds, 0.48% hits | P32245;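 active = inhibition above its plate's cutoff, the mean of tested wells on that plate plus 3 SD, cut at about 29% in these data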;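 also: 0% = Melanotan II alone and 100% = Melanotan II plus saturating MCL0020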
Target sequence (P32245 whole entry, looked up): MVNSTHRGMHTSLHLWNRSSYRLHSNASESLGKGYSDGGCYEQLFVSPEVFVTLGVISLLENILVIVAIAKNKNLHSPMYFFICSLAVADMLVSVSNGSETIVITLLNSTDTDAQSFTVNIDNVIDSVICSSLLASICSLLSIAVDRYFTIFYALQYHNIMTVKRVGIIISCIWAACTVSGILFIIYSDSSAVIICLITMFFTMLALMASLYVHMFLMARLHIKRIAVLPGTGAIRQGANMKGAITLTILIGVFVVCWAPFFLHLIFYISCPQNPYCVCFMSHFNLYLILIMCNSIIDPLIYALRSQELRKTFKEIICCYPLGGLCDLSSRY
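Material – human MC4R-expressing U2OS cells · Repeats – no replicates · Detection – TR-FRET with Eu-cAMP and labeled anti-cAMP, 671 nm · Times – compound 30 min, challenge 1 h, detection 1 h · Compound – single nominal compound dose of 6.5 µM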
Granule exo inh – lytic granule exocytosis inhibition; inhibition, % at 10 µM; 360,000 compounds, 0.66% hits; AID 651702; TALL-104 LAMP-1 surface exposure, flow cytometry; cells stimulated with thapsigargin and PMA;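 active = inhibition above about 55%, limit read from the data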
H9c2 protect – modulators protecting cardiomyocytes from myocardial damage; protection from H2O2 cell death, % at 20 µM; 360,000 compounds, 0.63% hits; H9c2 cardiomyocytes, H2O2 injury protection, ATPLite, 2 h;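 active = compounds giving at least 50% protection of heart cells from peroxide-induced death in the single-dose screen, raw or plate-pattern-corrected value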;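 also: 0% = DMSO wells with peroxide and 100% = DMSO wells without peroxide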
iPSC survival up – hiPSC single-cell survival enhancement. ATPlite luminescence; 100% = ROCK inhibitor wells, 0% = DMSO. survival enhancement, % at 20 µM. 360,000 compounds, 0.044% hits; in the data active = survival enhancement above about 18%;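 also: cells exposed to compounds for 16 hours before the ATP read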
ABHD5-PLIN5 inh – ABHD5-PLIN5 protein interaction inhibition | inhibition, % at 4 µM | 360,000 compounds, 0.78% hits | Q00G26+Q8WTS1 | Split G. princeps luciferase complementation, luminescence, 4 h;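 active = inhibition above the mean inhibition across every tested compound plus 3 SD, cut at about 22% in these data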;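 also: 0% = DMSO only wells and the 100% control is not disclosed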
ABCB6 inh MLPCN – human ABCB6 transporter inhibition | 360,000 compounds, 0.19% hits | fluorescence ratio to DMSO, % at 10 µM | K562-ABCB6 porphyrin accumulation, flow cytometry, 1 h; active compounds read low | Q9NP58;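 active = fluorescence ratio to DMSO below 75%, the collection mean minus 3 SD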;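 also: signal is porphyrin accumulated inside mitochondria; 100% equals median channel fluorescence of DMSO control wells; lower ratio means ABCB6 inhibition with less porphyrin fluorescence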
Glyco luc inh – blocks N-linked glycosylation in D54 reporter cells | D54 ERlucT glycosylation luciferase reporter, 24 h; percent of 100 nM tunicamycin response | reporter increase, % at 12.5 µM | 360,000 compounds, 0.23% hits | AID 588692;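 active = mean luciferase reporter signal, scaled so untreated is 0 and the glycosylation-blocking control 100, at or above a set limit in every replicate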;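 also: luciferase carries N-glycosylation sites so blocking glycosylation raises the light; 0% = median of neutral control wells and 100% = median of 100 nM tunicamycin wells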
aDG glyco up – increases alpha dystroglycan glycosylation; activation, % at 10 µM; 360,000 compounds, 0.22% hits; AID 624168; Pro5-aDG cells, alpha-DG glycosylation AlphaScreen (IIH6); 0% Pro5, 100% B10-LARGE cell signal;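 active = activation of at least 8% versus controls, or a plate z-score of at least 8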;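 also: Pro5 are CHO cells carrying HIG-tagged alpha-DG that lacks glycosylation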
m5-HT2A agonist – mouse HTR2A agonism via beta-arrestin recruitment; CHO-K1 mHTR2A beta-arrestin complementation, luminescence; percent of 30 µM serotonin response; P35363; AID 624169; 360,000 compounds, 0.66% hits; activation, % at 7.6 µM;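 active = activation above a run cutoff, the mean activation of all tested compounds plus 3 SD, cut at about 14% in these data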;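 also: 0% = plate median of compound wells and 100% = 30 µM serotonin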
Target sequence (P35363 whole entry, looked up): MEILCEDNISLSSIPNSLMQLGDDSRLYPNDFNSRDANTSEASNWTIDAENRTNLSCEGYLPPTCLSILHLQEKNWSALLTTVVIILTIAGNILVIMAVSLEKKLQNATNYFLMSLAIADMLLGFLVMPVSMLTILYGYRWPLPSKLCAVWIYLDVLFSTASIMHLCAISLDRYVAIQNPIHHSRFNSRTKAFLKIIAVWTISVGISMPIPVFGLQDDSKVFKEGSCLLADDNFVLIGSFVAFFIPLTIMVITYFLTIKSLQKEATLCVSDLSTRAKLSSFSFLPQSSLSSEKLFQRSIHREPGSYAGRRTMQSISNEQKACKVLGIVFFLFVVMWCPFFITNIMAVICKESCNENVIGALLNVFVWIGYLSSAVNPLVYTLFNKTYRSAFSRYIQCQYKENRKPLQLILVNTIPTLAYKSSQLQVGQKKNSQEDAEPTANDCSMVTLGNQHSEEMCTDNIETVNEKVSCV
MC4R ag barr – activates human MC4R beta-arrestin recruitment; U2OS MC4R beta-arrestin complementation, luminescence; percent of melanotan II response, DMSO zero; activation, % at 8.9 µM; AID 540308; P32245; 360,000 compounds, 0.98% hits;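 active = activation above a per-plate cutoff, the mean activation of sample wells on that plate plus 3 SD, cut at about 8% in these data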
Active calls of the source: *; nt = no result given. Rows were taken by chance; about 4.5% have a hit in one of these screens.

Molecule | MC4R antag cAMP | Granule exo inh | H9c2 protect | iPSC survival up | ABHD5-PLIN5 inh | ABCB6 inh MLPCN | Glyco luc inh | aDG glyco up | m5-HT2A agonist | MC4R ag barr
NS(=O)(=O)c1ccc(CCNc2ccn3nc(-c4ccccc4)cc3n2)cc1 | 10.9 | 0.6 | 4.2 | 4.0 | -4.1 | 103.0 | -0.3 | 0.9 | -4.5 | 1.7
O=C(N/N=C/c1cc(Cl)cc([N+](=O)[O-])c1O)C(O)(c1ccccc1)c1ccccc1 | 2.5 | 5.0 | 56.6* | 1.0 | 11.7 | 105.0 | 0.3 | 0.0 | -19.5 | -2.1
COc1ccc(CN2CCC(=O)N([C@H](CO)c3ccccc3)CC2)cc1 | 7.0 | -2.5 | -1.2 | -1.1 | -2.0 | 98.0 | -0.6 | 0.0 | -1.5 | 0.0
Fc1ccc2[nH]c3c(N4CCSCC4)ncnc3c2c1 | 7.5 | -6.5 | -35.3 | 3.3 | -0.9 | 97.0 | -3.8 | 5.5 | 16.4* | -0.5
Cc1ccc(S(=O)(=O)c2nc(S(C)(=O)=O)sc2N2CCC3(CC2)OCCO3)cc1 | 16.9 | -3.3 | 1.6 | 1.4 | -1.5 | 103.0 | nt | 1.6 | -1.4 | -0.4
Cc1ccsc1C(=O)Nc1ccc(OCc2ccccc2)cc1 | 14.9 | 3.0 | -3.1 | -0.5 | -2.5 | 102.0 | -4.2 | 0.0 | 2.2 | 9.7*
Cc1sc(Nc2ccc([N+](=O)[O-])cc2)nc1-c1c(C)n(C)n(-c2ccccc2)c1=O | 6.0 | -2.2 | 0.3 | -0.5 | -1.1 | 100.0 | -0.8 | 0.1 | -3.0 | -0.1
Cc1ccc([C@@H]2[C@@H]3C(=O)N(c4ccccc4)C(=O)[C@@H]3[C@]3(Cc4ccccc4)C(=O)N(CC4CC4)CC(=O)N23)o1 | 10.9 | 0.8 | 23.6 | 0.0 | -0.6 | 96.0 | 0.3 | 0.2 | -1.2 | 1.0
C=CC[C@H](CC(=O)OC(C)(C)C)C(=O)OC[C@H]1CCCN1C(=O)[C@H](CC=C)CC(=O)N(CCO)Cc1ccccc1 | 1.9 | 13.3 | 1.4 | -3.1 | 1.9 | 98.0 | -1.0 | 0.2 | -0.5 | -1.2
O=S1(=O)CC(N2CC=CC2)CN1Cc1ccccc1 (stereo not drawn) | nt | -5.4 | 3.4 | -0.1 | 2.1 | 88.0 | 4.9 | 0.0 | -0.1 | nt

(further entries)
Molecule | MC4R antag cAMP | Granule exo inh | H9c2 protect | iPSC survival up | ABHD5-PLIN5 inh | ABCB6 inh MLPCN | Glyco luc inh | aDG glyco up | m5-HT2A agonist | MC4R ag barr
Cc1cc([N+](=O)[O-])c2[nH]c(C(=O)N/N=C/c3ccccc3C(=O)O)c(-c3ccccc3)c2c1 | 13.7 | 5.9 | 1.0 | -2.6 | 5.1 | 93.0 | 2.2 | 0.3 | 17.6* | -1.6
N#Cc1c(N)sc2c1CCCCCC2 | 15.9 | -4.3 | -3.2 | 2.8 | -23.1 | 109.0 | -4.3 | -0.2 | 0.0 | 1.8
c1csc(-c2nc(-c3ccncc3)no2)c1 | 2.7 | -2.8 | -5.9 | -2.0 | -6.8 | 103.0 | -1.0 | -0.1 | -1.4 | -2.4
Cc1ccc(NC(=O)C2(C)CCN2C(=O)c2ccccc2CCc2ccccc2)cc1C (stereo not drawn) | 10.8 | -0.7 | -2.2 | -0.6 | -4.8 | 101.0 | -5.0 | -0.1 | -12.2 | -1.1
Oc1ccccc1N=Cc1c(O)ccc2ccccc12 | 1.6 | 4.2 | 49.3 | -0.5 | -4.2 | 109.0 | 4.1 | 2.5 | -3.4 | -0.4
CCN(C1=NS(=O)(=O)c2ccccc21)N(CC)S(=O)(=O)c1ccc(C)cc1 | -19.7 | -0.8 | -8.0 | 0.1 | 5.2 | 90.0 | -1.6 | -0.1 | -4.4 | 0.6
Cn1c(NCCCN2CCOCC2)nc2c1c(=O)n(Cc1ccc(Cl)c(Cl)c1)c(=O)n2C | 0.5 | -4.1 | 8.0 | 0.3 | 13.6 | 97.0 | 0.0 | -0.6 | -8.5 | -1.2
COC(=O)c1c(NC(=O)CC2SC(N)=NC2=O)sc2c1CCC(C(C)(C)C)C2 (stereo not drawn) | -1.2 | -2.5 | 5.4 | -1.9 | 1.4 | 91.0 | -4.4 | -0.1 | 7.5 | 10.4*
NS(=O)(=O)c1ccc(CCNC(=S)Nc2ccc(F)cc2)cc1 | 8.2 | 2.3 | 8.0 | 0.0 | 1.9 | 90.0 | 1.3 | 0.2 | -3.8 | -1.5
Cc1cnn(-c2cc(Oc3ccccc3)ncn2)c1 | 1.9 | 0.1 | -6.5 | 0.8 | -3.6 | 96.0 | -0.9 | 0.2 | 6.3 | -1.0

(further entries)
Molecule | MC4R antag cAMP | Granule exo inh | H9c2 protect | iPSC survival up | ABHD5-PLIN5 inh | ABCB6 inh MLPCN | Glyco luc inh | aDG glyco up | m5-HT2A agonist | MC4R ag barr
C[C@H]1CCC[C@]2(O[C@H](CCO)C[C@H](O)[C@H]2O)O1 | 1.7 | 4.2 | 6.3 | 8.1 | 7.0 | 96.0 | 0.1 | -0.3 | -0.5 | 0.0
COc1ccc(C(=O)c2c[nH]c(C(=O)N=CN(C)C)c2)cc1 | 3.4 | -3.2 | 19.1 | -0.8 | -3.0 | 98.0 | -4.0 | 0.2 | -1.6 | -2.4
Cc1ccc(S(=O)(=O)N2[C@@H](c3ccccc3)C(C(=O)O)=CC[C@H]2c2cccs2)cc1 | 0.4 | 3.7 | 0.3 | -2.3 | -1.1 | 97.0 | 1.2 | -0.2 | 1.1 | -1.2
Cc1ccc(N2CC(C(=O)NCCS(=O)(=O)N3CCN(c4ccc(F)cc4)CC3)CC2=O)cc1 (stereo not drawn) | 7.7 | -0.2 | -5.9 | -0.5 | 4.2 | 98.0 | -2.3 | 0.1 | 0.7 | -1.5
COc1ccc(Cn2nnc(C(=O)Nc3ccc4c(c3)OCCO4)c2N)cc1Br | -14.8 | 7.9 | -2.9 | 1.2 | 10.2 | 95.0 | 4.9 | 0.0 | -7.9 | 2.1

Gathered by group: those above with four or more nitrogen atoms (8)
Molecule | MC4R antag cAMP | Granule exo inh | H9c2 protect | iPSC survival up | ABHD5-PLIN5 inh | ABCB6 inh MLPCN | Glyco luc inh | aDG glyco up | m5-HT2A agonist | MC4R ag barr
NS(=O)(=O)c1ccc(CCNc2ccn3nc(-c4ccccc4)cc3n2)cc1 | 10.9 | 0.6 | 4.2 | 4.0 | -4.1 | 103.0 | -0.3 | 0.9 | -4.5 | 1.7
Fc1ccc2[nH]c3c(N4CCSCC4)ncnc3c2c1 | 7.5 | -6.5 | -35.3 | 3.3 | -0.9 | 97.0 | -3.8 | 5.5 | 16.4* | -0.5
Cc1sc(Nc2ccc([N+](=O)[O-])cc2)nc1-c1c(C)n(C)n(-c2ccccc2)c1=O | 6.0 | -2.2 | 0.3 | -0.5 | -1.1 | 100.0 | -0.8 | 0.1 | -3.0 | -0.1
Cc1cc([N+](=O)[O-])c2[nH]c(C(=O)N/N=C/c3ccccc3C(=O)O)c(-c3ccccc3)c2c1 | 13.7 | 5.9 | 1.0 | -2.6 | 5.1 | 93.0 | 2.2 | 0.3 | 17.6* | -1.6
Cn1c(NCCCN2CCOCC2)nc2c1c(=O)n(Cc1ccc(Cl)c(Cl)c1)c(=O)n2C | 0.5 | -4.1 | 8.0 | 0.3 | 13.6 | 97.0 | 0.0 | -0.6 | -8.5 | -1.2
Cc1cnn(-c2cc(Oc3ccccc3)ncn2)c1 | 1.9 | 0.1 | -6.5 | 0.8 | -3.6 | 96.0 | -0.9 | 0.2 | 6.3 | -1.0
Cc1ccc(N2CC(C(=O)NCCS(=O)(=O)N3CCN(c4ccc(F)cc4)CC3)CC2=O)cc1 (stereo not drawn) | 7.7 | -0.2 | -5.9 | -0.5 | 4.2 | 98.0 | -2.3 | 0.1 | 0.7 | -1.5
COc1ccc(Cn2nnc(C(=O)Nc3ccc4c(c3)OCCO4)c2N)cc1Br | -14.8 | 7.9 | -2.9 | 1.2 | 10.2 | 95.0 | 4.9 | 0.0 | -7.9 | 2.1
